Bioassay records deposited in PubChem by several laboratories.
NALP1 inh = blocks the NALP1 inflammasome reconstituted in yeast; 280,000 compounds, 0.61% hits; inhibition, % at 10 µM; S. cerevisiae NALP1/ASC/caspase-1 growth, X-gal OD620, 72 h; in the data active means inhibition mostly above about 24%, no sharp cut-off; inactive means mostly below about 32%; further: some compounds called inactive have numbers as strong as hits
GalR3 antagonist = blocks the human galanin receptor 3 | O60755 | HEK293 GalR3-CNG cAMP membrane potential fluorescence; galR3 body fused to GalR1 C-terminus | inhibition, % at 3 µM | 360,000 compounds, 0.44% hits | AID 651719;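 active means inhibition above the screen-wide average plus 3 SD, cut at about 13% in these data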;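 further: forskolin and galanin both at EC90 stimulate the cells; cAMP rise reported by CNG channel membrane potential dye signal; 0% = forskolin plus galanin with DMSO and 100% = forskolin alone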
Target sequence (O60755 1-299 limits assumed): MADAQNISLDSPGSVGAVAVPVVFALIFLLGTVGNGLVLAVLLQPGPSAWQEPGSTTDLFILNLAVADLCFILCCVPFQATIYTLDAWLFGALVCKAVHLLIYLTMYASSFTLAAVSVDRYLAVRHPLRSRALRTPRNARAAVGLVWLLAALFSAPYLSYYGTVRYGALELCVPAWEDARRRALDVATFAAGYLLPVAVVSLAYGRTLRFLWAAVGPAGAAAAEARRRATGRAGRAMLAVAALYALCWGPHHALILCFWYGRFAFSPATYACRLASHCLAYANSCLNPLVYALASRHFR
V1aR counter = V1a receptor agonism, counter-screen for OXTR agonists; CHO-V1R cells, Fluo-8 calcium fluorescence, agonist mode; 0% DMSO, 100% 3 nM vasopressin; activation, % at 3 µM; 320,000 compounds, 0.25% hits; AID 2797;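 active means activation above the mean activation of all tested compounds plus 3 SD, per screening run, cut at about 20% in these data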;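 further: signal is peak over basal fluorescence ratio across a 100 second FLIPR read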
MEKK2 WT-MEK5 = raises or lowers MEK5 binding to wildtype human MEKK2 PB1 domain | bead flow cytometry, Alexa488-MEK5 binding to MEKK2 WT; actives lie on both sides | Q9Y2U5 | binding response (% of control), % at 10 µM | 290,000 compounds, 1.1% hits | AID 1531; in the data active means binding response below about 67% or above about 130%
GPR7 antag = blocks human GPR7 receptor signaling | P48145 | GPR7-expressing cells, fluorescence antagonist assay | inhibition, % at 4.4 µM | 290,000 compounds, 1.1% hits | AID 1861; in the data active means inhibition above about 16%, passing the limit was not always enough;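 further: cells stimulated with the agonist NPW; 0% = agonist with vehicle and 100% = vehicle without agonist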
Target sequence (P48145 whole entry, looked up): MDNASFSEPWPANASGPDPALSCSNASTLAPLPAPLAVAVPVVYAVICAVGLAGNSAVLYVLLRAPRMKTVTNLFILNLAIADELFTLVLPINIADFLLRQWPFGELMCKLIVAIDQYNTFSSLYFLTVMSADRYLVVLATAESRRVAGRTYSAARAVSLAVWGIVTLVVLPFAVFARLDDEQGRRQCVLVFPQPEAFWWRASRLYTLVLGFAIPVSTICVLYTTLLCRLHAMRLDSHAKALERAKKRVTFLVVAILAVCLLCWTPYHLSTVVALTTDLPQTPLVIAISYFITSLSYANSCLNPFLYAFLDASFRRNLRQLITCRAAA
PfM18AAP inh = blocks P. falciparum M18 aspartyl aminopeptidase. recombinant PfM18AAP, H-Glu-NHMec fluorogenic cleavage. inhibition, % at 7.35 µM. 290,000 compounds, 1.2% hits. AID 1822;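 active means inhibition above the campaign mean inhibition over all tested compounds plus 3 SD, cut at about 28% in these data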;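 further: 0% = plate median of test compound wells and 100% = 2 mM ZnCl2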
MEKK2 mut-MEK5 = signal of MEK5 binding to mutant human MEKK2 PB1 domain; percent response, % at 10 µM; 290,000 compounds, 0.35% hits; bead flow cytometry, Alexa488-MEK5 binding to MEKK2 mutant; AID 1530; in the data active means percent response above about 24%, passing the limit was not always enough; further: inactives centre near 1; some results filed as inactive read as strong as hits
OXTR potentiate = human OXTR potentiation; activation, % at 3 µM; AID 2445; CHO-OTR cells, Fluo-8 calcium fluorescence, potentiator mode; 0% = oxytocin EC15, 100% = EC100; 320,000 compounds, 0.061% hits;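 active means activation above that plate's cutoff, the mean activation of tested compounds plus 3 SD, cut at about 6.6% in these data, passing the limit was not always enough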;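 further: 100% uses oxytocin at 75 nM as the full agonist control; some results filed as inactive read as strong as hits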
Target sequence (P30559 whole entry, looked up): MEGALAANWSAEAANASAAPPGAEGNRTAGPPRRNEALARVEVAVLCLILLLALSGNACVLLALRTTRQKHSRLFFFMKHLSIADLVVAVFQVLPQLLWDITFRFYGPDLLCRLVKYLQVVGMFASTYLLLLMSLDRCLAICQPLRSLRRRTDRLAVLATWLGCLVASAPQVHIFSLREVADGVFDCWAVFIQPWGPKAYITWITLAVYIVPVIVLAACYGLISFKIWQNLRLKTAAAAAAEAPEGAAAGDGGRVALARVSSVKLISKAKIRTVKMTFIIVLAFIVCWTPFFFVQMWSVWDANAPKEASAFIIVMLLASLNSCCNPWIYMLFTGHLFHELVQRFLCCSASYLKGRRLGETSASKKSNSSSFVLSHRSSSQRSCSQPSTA
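Material: CHO-OTR cells, human receptor; compound dosing: single dose, 3.0 µM nominal final compound concentration; schedule: 6 min compound pre-incubation at room temperature, 100 s kinetic read; measured by: kinetic Fluo-8 calcium fluorescence; read-out basis: % activation vs EC15 and EC100 oxytocin; controls: EC15 oxytocin alone as 0%, 75 nM oxytocin as 100%; replicates: singlicate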
OXTR agonist = activates the human oxytocin receptor; activation, % at 3 µM; P30559; CHO-OTR cells, Fluo-8 calcium fluorescence; normalized: DMSO 0%, oxytocin 100%; 320,000 compounds, 0.32% hits;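 active means activation above the mean of all tested compounds plus 3 SD, cutoff set per screening run, cut at about 20% in these data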;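 further: peak over basal fluorescence ratio from a 100 s FLIPR kinetic read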
The depositor's hits bear a star.

Screening CC(C)C(=O)c1cn(Cc2ccccc2C#N)c2ccccc12 returned NALP1 inh 12, GalR3 antagonist -4, V1aR counter -0.4, MEKK2 WT-MEK5 98, GPR7 antag -1, PfM18AAP inh -8, MEKK2 mut-MEK5 -2, OXTR potentiate 3 and OXTR agonist -1.4.
For Cc1ccc(C2C(S(C)(=O)=O)=C(O)C(=O)N2c2ccccc2)cc1 (stereo not given) (tested in a mixture with another compound) the results were NALP1 inh 6, GalR3 antagonist -1, V1aR counter 0.3, MEKK2 WT-MEK5 103, GPR7 antag 1, PfM18AAP inh 4, MEKK2 mut-MEK5 12, OXTR potentiate -7 and OXTR agonist 0.5.
O=C(Cc1ccccc1F)N1CCN(CC(=O)N2CCCC2)CC1 was read as GalR3 antagonist -7, V1aR counter 0.7, OXTR potentiate 0 and OXTR agonist 1.1.
`COc1cc2c(cc1O)C[C@H]1NCCc3cc4c(c-2c31)OCO4` gave NALP1 inh 26, GalR3 antagonist -7, V1aR counter -1.5, MEKK2 WT-MEK5 99, GPR7 antag -10, PfM18AAP inh 10, MEKK2 mut-MEK5 4, OXTR potentiate 2 and OXTR agonist 7.3.
For O=C(COC(=O)Cc1ccccc1)Nc1cccnc1Cl the results were NALP1 inh 14, GalR3 antagonist -3, V1aR counter -0.1, MEKK2 WT-MEK5 101, GPR7 antag -7, PfM18AAP inh 0, MEKK2 mut-MEK5 -1, OXTR potentiate -23 and OXTR agonist -0.1.
C=C1C(=O)O[C@@H]2C[C@@H](C)[C@@H]3C4OC4C(=O)[C@@]3(C)[C@@H](O)[C@H]12 (stereo not given in full) was read as NALP1 inh -13, GalR3 antagonist 0, V1aR counter 1.9, MEKK2 WT-MEK5 70, MEKK2 mut-MEK5 4, OXTR potentiate -5 and OXTR agonist 0.2.
C[C@H](N)CN1CCc2ccc(Br)cc21 was read as V1aR counter 2.9, MEKK2 WT-MEK5 116, MEKK2 mut-MEK5 2, OXTR potentiate -8 and OXTR agonist 1.8.
`O=c1[nH]c(=O)n(CCC2=CCCCC2)c(O)c1/C=N/N1CCOCC1` gave NALP1 inh 15, GalR3 antagonist -2, V1aR counter 0.8, MEKK2 WT-MEK5 97, GPR7 antag -4, PfM18AAP inh 7, MEKK2 mut-MEK5 -10, OXTR potentiate -2 and OXTR agonist 1.3.
Screening CC(=NCCCO)c1c(O)[nH]c(=O)[nH]c1=O returned NALP1 inh 9, GalR3 antagonist -4, V1aR counter -0.1, MEKK2 WT-MEK5 92, GPR7 antag -14, PfM18AAP inh -1, MEKK2 mut-MEK5 -19, OXTR potentiate -5 and OXTR agonist -0.7.
For C=CC1CN2CCC1CC2c1[nH]c2ccccc2c1CCO (stereo not given) the results were NALP1 inh 2, GalR3 antagonist -12, V1aR counter -0.1, MEKK2 WT-MEK5 103, GPR7 antag -8, PfM18AAP inh 0, MEKK2 mut-MEK5 -1, OXTR potentiate -5 and OXTR agonist 0.7.
`CC(=O)/C=C/c1ccccc1` gave GalR3 antagonist -5, V1aR counter 0.5, OXTR potentiate -3 and OXTR agonist 0.9.
Screening CN(C)C(=O)Oc1ccc(OCc2n(C)c3ccccc3[n+]2C)cc1 returned NALP1 inh 12, GalR3 antagonist 0, V1aR counter 0.9, MEKK2 WT-MEK5 101, GPR7 antag -3, PfM18AAP inh 1, MEKK2 mut-MEK5 0, OXTR potentiate -5 and OXTR agonist 2.6.
Screening CCC(=NCCCn1ccnc1)c1c(O)n(-c2ccccc2)c(=O)[nH]c1=O returned NALP1 inh 3, GalR3 antagonist -6, V1aR counter 0.5, MEKK2 WT-MEK5 95, GPR7 antag -4, PfM18AAP inh 4, MEKK2 mut-MEK5 5, OXTR potentiate -2 and OXTR agonist 0.1.
For Cc1cccc(OCC(=O)N2CCN(Cc3ccc4c(c3)OCO4)CC2)c1 the results were NALP1 inh 11, GalR3 antagonist -2, V1aR counter 1.2, MEKK2 WT-MEK5 83, GPR7 antag 5, PfM18AAP inh 2, MEKK2 mut-MEK5 -11, OXTR potentiate -8 and OXTR agonist 0.0.
CN1CCN2c3ccc(N)cc3CC3(C(=O)NC(=O)NC3=O)C2C1 (stereo not given) was read as GalR3 antagonist -3, MEKK2 WT-MEK5 121, GPR7 antag -11, PfM18AAP inh 44* and MEKK2 mut-MEK5 24.
`COc1ccc(OC)c(CNCCc2ccc(OC)c(OC)c2)c1` gave NALP1 inh -11, GalR3 antagonist -6, V1aR counter 1.6, MEKK2 WT-MEK5 103, GPR7 antag 3, PfM18AAP inh -12, MEKK2 mut-MEK5 4, OXTR potentiate -6 and OXTR agonist 0.5.
COC1=C(C)C(=O)O[C@]12C(=O)C(C)=C1CCCCN3[C@H]([C@@H]4C[C@H](C)C(=O)O4)CC[C@]132 was read as GalR3 antagonist 2, V1aR counter -0.2, OXTR potentiate 0 and OXTR agonist 0.0.
CC(C)Cc1nc(N2CCNCC2)c(C#N)c2c1CCC2 was read as NALP1 inh 16, GalR3 antagonist -10, V1aR counter -0.5, MEKK2 WT-MEK5 104, GPR7 antag 4, PfM18AAP inh -9, MEKK2 mut-MEK5 -3, OXTR potentiate -6 and OXTR agonist -2.2.
For Cc1cc(/C=C2\C(=O)NC(=O)N(c3ccc(Br)cc3)C2=O)c(C)n1-c1cc(C(=O)O)cc(C(=O)O)c1 the results were NALP1 inh 7, GalR3 antagonist -11, V1aR counter 0.4, MEKK2 WT-MEK5 100, GPR7 antag -5, PfM18AAP inh 35*, MEKK2 mut-MEK5 0, OXTR potentiate 6 and OXTR agonist 1.6.
For COC(=O)C1=C(c2ccc(OC(F)(F)F)cc2)C[C@@H]2CC[C@H]1N2C(=O)NC1CC1 the results were GalR3 antagonist -5, V1aR counter 1.2, OXTR potentiate -6 and OXTR agonist 1.8.
CCCCn1c(=O)c(C(=O)Nc2ccc(C)cn2)c(O)c2ccccc21 was read as NALP1 inh 16, V1aR counter 0.9, MEKK2 WT-MEK5 99, GPR7 antag 0, PfM18AAP inh 3, MEKK2 mut-MEK5 4, OXTR potentiate 1 and OXTR agonist 1.1.
Screening O=C(c1ccc(Cl)cc1)C1CCCN(Cc2cccc3cccnc23)C1 (stereo not given) returned NALP1 inh 20, GalR3 antagonist -3, V1aR counter -0.2, MEKK2 WT-MEK5 96, GPR7 antag 9, PfM18AAP inh -5, MEKK2 mut-MEK5 -6, OXTR potentiate -2 and OXTR agonist 1.1.
For CC1(C)CC2(CCO1)NCCN1C(=O)CSC12 (stereo not given) the results were NALP1 inh 24, GalR3 antagonist 1, V1aR counter 1.2, MEKK2 WT-MEK5 105, GPR7 antag -1, PfM18AAP inh 4, MEKK2 mut-MEK5 20, OXTR potentiate -7 and OXTR agonist 1.0.
Screening CCC(=NCc1ccco1)c1c(O)n(-c2ccc(C)cc2)c(=O)[nH]c1=O returned NALP1 inh 11, GalR3 antagonist -4, V1aR counter 0.7, MEKK2 WT-MEK5 113, GPR7 antag -5, PfM18AAP inh -9, MEKK2 mut-MEK5 7, OXTR potentiate -7 and OXTR agonist 0.4.
`COC(=O)C1=C(c2cccc(OCc3ccccc3)c2)C[C@@H]2CC[C@H]1N2C(=O)NCc1ccccc1` gave GalR3 antagonist -3, V1aR counter 0.8, OXTR potentiate -5 and OXTR agonist 0.6.
`CC(=NCC1CCCO1)c1c(O)n(C)c(=O)n(C)c1=O` (stereo not given) gave NALP1 inh 4, GalR3 antagonist -4, V1aR counter 0.6, MEKK2 WT-MEK5 101, GPR7 antag -5, PfM18AAP inh 11, MEKK2 mut-MEK5 1, OXTR potentiate -4 and OXTR agonist 0.8.
`CCCCn1c(O)c(C(C)=NCCCn2ccnc2)c(=O)[nH]c1=O` gave NALP1 inh 17, GalR3 antagonist -3, V1aR counter -0.9, MEKK2 WT-MEK5 98, GPR7 antag -15, PfM18AAP inh -4, MEKK2 mut-MEK5 -1, OXTR potentiate -1 and OXTR agonist -0.2.
For CCCCn1c(O)c(C(CC)=NCc2ccco2)c(=O)[nH]c1=O the results were NALP1 inh -9, GalR3 antagonist -8, V1aR counter 0.0, MEKK2 WT-MEK5 109, GPR7 antag -12, PfM18AAP inh 6, MEKK2 mut-MEK5 6, OXTR potentiate -2 and OXTR agonist 0.9.
COc1ccc(N2C(=O)NC(=O)/C(=C/c3ccc(N4CCOCC4)cc3)C2=O)cc1 was read as NALP1 inh -10, GalR3 antagonist -5, V1aR counter 0.7, MEKK2 WT-MEK5 96, GPR7 antag -5, PfM18AAP inh -1, MEKK2 mut-MEK5 -3, OXTR potentiate -19 and OXTR agonist -0.4.
For COC(=O)C1=C(c2ccc(-c3ccccc3)c(F)c2)C[C@@H]2CC[C@H]1N2C(=O)NCC1CC1 the results were GalR3 antagonist -10, V1aR counter 7.1, OXTR potentiate -8 and OXTR agonist 4.8.
`COc1ccc(CN2C(=O)NC(=O)/C(=C\c3cc(OC)c(OC)c(OC)c3)C2=O)cc1` gave NALP1 inh -5, GalR3 antagonist -1, V1aR counter 1.7, MEKK2 WT-MEK5 82, GPR7 antag -7, PfM18AAP inh 0, MEKK2 mut-MEK5 -9, OXTR potentiate -18 and OXTR agonist 0.5.
N#CCN1CCN(c2ccc(C(F)(F)F)cc2)CC1 was read as NALP1 inh 22, GalR3 antagonist -4, V1aR counter 1.1, MEKK2 WT-MEK5 99, GPR7 antag -4, PfM18AAP inh 1, MEKK2 mut-MEK5 0, OXTR potentiate 0 and OXTR agonist -0.8.
For Cc1c(C(=O)N2CCC3(CC2)OCCO3)oc2ccccc12 the results were NALP1 inh 19, GalR3 antagonist 0, V1aR counter -0.3, MEKK2 WT-MEK5 95, GPR7 antag -11, PfM18AAP inh -3, MEKK2 mut-MEK5 2, OXTR potentiate -3 and OXTR agonist -0.9.
Screening C[C@]12CCC3C(CC[C@H]4C[C@H](O)CC[C@]34C)C1C[C@@H](CCCCl)[C@@H]2O (stereo not given in full) returned GalR3 antagonist 3, V1aR counter 2.0, OXTR potentiate -8 and OXTR agonist 1.6.
For Cc1cnc(NC(=O)CN2CCCCC2)s1 the results were GalR3 antagonist -11, V1aR counter -1.1, MEKK2 WT-MEK5 102, GPR7 antag -4, PfM18AAP inh 0, MEKK2 mut-MEK5 3, OXTR potentiate -16 and OXTR agonist -0.2.
`COc1ccc2oc3c(c2c1)NC(=O)CN=C3c1ccccc1` gave NALP1 inh 23*, GalR3 antagonist -6, V1aR counter 1.0, MEKK2 WT-MEK5 90, GPR7 antag -3, PfM18AAP inh 1, MEKK2 mut-MEK5 -4, OXTR potentiate -6 and OXTR agonist 1.4.
CCN(CC)c1ccc(CNCCc2ccc(F)cc2)cc1 was read as NALP1 inh 22, GalR3 antagonist -10, V1aR counter 3.4, MEKK2 WT-MEK5 107, GPR7 antag 5, PfM18AAP inh 8, MEKK2 mut-MEK5 -1, OXTR potentiate -4 and OXTR agonist 5.5.

This is a subset. The share of hits here may be higher or lower than overall.
